PKA-R1A activ – activators of PKA-R1A complex | P00514+P68181 | PKA-R1A dissociation, Cy5-IP20 fluorescence polarization; scaled: DMSO 0%, 113 µM cGMP 100% | activation, % at 11.4 µM | 0.083% of 340,000 active | AID 504707;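 active means percent activation above the mean of all tested compounds plus 3 SD, cut at about 19% in these data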;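 further: higher means more PKAc released from R1A so a rise in polarization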
PKA-R2B activ – activators of human PKA-R2B complex; AID 504700; 0.079% of 340,000 active; PKA-R2B holoenzyme dissociation, Cy5-IP20 fluorescence polarization; R2B truncated from residue 108, S112A mutant; 0% DMSO only, 100% 113 µM cGMP; P22694+P31323; activation, % at 11.4 µM;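 active means activation above a cutoff set at the mean over all compounds plus 3 SD, cut at about 18% in these data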;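 further: higher means more holoenzyme dissociation and a rise in polarization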
Target sequence (P31323 whole entry, looked up, other chains not shown, the tested form may be a part): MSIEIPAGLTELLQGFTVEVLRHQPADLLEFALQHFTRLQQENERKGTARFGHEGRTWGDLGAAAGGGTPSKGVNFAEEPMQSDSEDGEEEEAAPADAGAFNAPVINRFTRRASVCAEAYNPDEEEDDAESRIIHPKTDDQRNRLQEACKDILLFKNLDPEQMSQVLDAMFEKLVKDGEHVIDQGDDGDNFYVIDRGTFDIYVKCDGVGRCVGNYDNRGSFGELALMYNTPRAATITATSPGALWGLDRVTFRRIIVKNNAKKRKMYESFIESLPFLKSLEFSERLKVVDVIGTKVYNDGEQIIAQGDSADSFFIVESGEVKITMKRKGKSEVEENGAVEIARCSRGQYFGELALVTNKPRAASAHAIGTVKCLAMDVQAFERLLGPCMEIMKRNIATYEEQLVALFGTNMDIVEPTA
phage Ecoli inh – E. coli growth loss with phage present. 0.26% of 360,000 active. inhibition, % at 11.9 µM. growth absorbance; in the data active means inhibition above about 11%
Mot1-301 SUMO – SUMOylation pathway inhibition by Mot1-301 growth rescue; S. cerevisiae Mot1-301 growth rescue, ATP luminescence, 38.5C; percent above DMSO median, 100 means doubled; 1% of 320,000 active; growth rescue, % at 18.8 µM;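 active means every valid replicate shows activation above 250% relative to neutral control wells; inactive means the rest, any valid replicate at or below 250%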;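 further: OY570 slx delta 5 strain wells were the positive control but not used for scaling; some compounds called inactive have numbers as strong as hits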
Tat transport – inhibitors of E. coli Tat protein transport. E. coli MC4100 TorA-mCherry Tat export, fluorescence. inhibition, % at 10 µM. 0.036% of 340,000 active;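 active means mean replicate inhibition at least 50% and at least half of replicates individually reaching 50%; inconclusive means only one of the two criteria met; inactive means neither criterion met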;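 further: exported cargo escapes ClpAP degradation while cytoplasmic cargo is degraded and loses fluorescence; 0% = median of neutral control wells and 100% = median of NaSCN control wells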
E coli growth – counter-screen for AddAB inhibitors: E. coli growth inhibition | E. coli V3065 growth, OD600 absorbance, 18 h | 0.27% of 330,000 active | AID 449728 | inhibition, % at 11.9 µM;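 active means inhibition above the campaign's mean inhibition across all tested compounds plus 3 SD, cut at about 9.9% in these data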;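 further: uninfected addAB+ strain grown without phage in ampicillin broth; 0% = DMSO wells and 100% = ciprofloxacin 0.95 µg/ml wells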
PfHsp90 set2 – inhibits growth of yeast expressing Plasmodium falciparum Hsp90 | S. cerevisiae expressing PfHsp90, BacTiter-Glo ATP, 48 h; yeast lacking PDR1 and PDR3 efflux regulators | inhibition, % at 9.4 µM | 0.32% of 310,000 active | AID 504621;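 active means every replicate shows inhibition above about 80%, whatever the replicate mean, limit read from the data; inconclusive means mean inhibition reaches the set limit but some replicate falls short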;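 further: 0% = DMSO neutral controls and 100% = 20 µM radicicol positive controls; yeast relying on Plasmodium falciparum Hsp90 in place of its own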
OPRM1-OPRD1 inv – inverse agonist of human OPRM1-OPRD1 heterodimerization. P35372+P41143. cell-based MOR-DOR heterodimer luminescence, inverse agonism. inhibition, % at 9.3 µM. 0.21% of 340,000 active; in the data active means inhibition above about 22%, passing the limit was not always enough;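 further: 0% = cells with DMSO and 100% = wells without cells with DMSO; values of inactives mirror those of a sister screen read the other way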
OPRM1-OPRD1 ag – agonists of human mu-delta opioid receptor heterodimerization. P35372+P41143. cells, OPRM1-OPRD1 heterodimerization, luminescence. activation, % at 9.3 µM. 0.3% of 340,000 active. AID 504326; in the data active means activation above about 18%;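 further: 0% = vehicle-treated cells and 100% = reference agonist; values of inactives mirror those of a sister screen read the other way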
HTR5A inv ag – HTR5A inverse agonism, opioid heterodimer counter-screen; P47898; HTR5A cell line, luminescence; inhibition, % at 9.3 µM; 0.083% of 340,000 active; AID 504634; in the data active means inhibition mostly above about 23%, no sharp cut-off; inactive means mostly below about 18%;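 further: 0% = cells with DMSO and 100% = no-cell wells with DMSO; some compounds called inactive have numbers as strong as hits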
Target sequence (P47898 whole entry, looked up): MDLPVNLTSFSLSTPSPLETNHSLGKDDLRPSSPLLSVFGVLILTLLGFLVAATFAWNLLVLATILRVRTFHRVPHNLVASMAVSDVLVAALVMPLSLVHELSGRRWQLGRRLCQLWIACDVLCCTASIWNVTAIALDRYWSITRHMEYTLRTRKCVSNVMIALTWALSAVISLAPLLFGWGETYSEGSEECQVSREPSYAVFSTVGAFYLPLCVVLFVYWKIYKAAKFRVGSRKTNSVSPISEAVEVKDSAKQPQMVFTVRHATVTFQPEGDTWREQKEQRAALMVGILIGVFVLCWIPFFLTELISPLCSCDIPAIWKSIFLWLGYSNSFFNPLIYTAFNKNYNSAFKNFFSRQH
AddAB inh – less growth of phage-infected E. coli with AddAB. E. coli expressing H. pylori AddAB, absorbance growth. inhibition, % at 11.9 µM. 0.29% of 330,000 active. AID 435030; in the data active means inhibition above about 12%;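 further: 0% = vehicle wells of infected cells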
Numbers without * were called inactive; u = inconclusive; x = not tested or not shown.

SMILES	PKA-R1A activ	PKA-R2B activ	phage Ecoli inh	Mot1-301 SUMO	Tat transport	E coli growth	PfHsp90 set2	OPRM1-OPRD1 inv	OPRM1-OPRD1 ag	HTR5A inv ag	AddAB inh
CCCNC(=O)c1onc(CS(=O)(=O)c2cc(C)cc(C)c2)c1C(=O)NCCC	-1	-4	3.1	-21	0	-0.3	-7	15	-2.7	4	1.9
Cc1cccc(OCCOC(=O)c2ccc(F)c(S(=O)(=O)N3CCOCC3)c2)c1	-6	-3	0.8	24	1	-1.2	-9	15	-3.8	12	-1.1
CCS(=O)(=O)c1ccc(C(=O)Nc2ccccc2OC)c(Cl)c1Cl	8	-9	3.6	-6	26	-0.3	23	4	-0.7	-7	0.0
C=CC[C@]12C[C@@H](OC)C(=O)C=C1O[C@@H](c1ccc(OC)c(OC)c1)[C@H]2C	4	0	2.9	-11	-1	0.2	-2	11	-2.2	-15	4.4
O=C(CCS(=O)(=O)c1ccccc1)Nc1ccccn1	5	6	0.7	103	3	-0.9	6	18	-2.8	-25	0.3
CCN=C1S/C(=C\c2cn(C(C)=O)nc2-c2ccccc2)C(=O)N1CC	4	-5	2.4	-9	1	0.5	x	-41	7.9	21	0.2
COCCN1Cc2cccc(C(=O)Nc3cccc(OC)c3)c2C1=O	-1	1	1.6	-18	0	1.2	1	-7	1.1	-2	1.0
CCOC(=O)c1nn(-c2ccccc2)c2nnc(Cc3ccc(Cl)cc3)c(=O)n12	-6	-1	4.6	5	4	1.7	30	4	-0.7	25	2.8
COc1cc(/C=N/O)ccc1OCc1ccc(C(=O)O)cc1	5	-2	0.6	21	-8	-0.5	15	0	0.0	0	2.3
CC1CC(C)CN(S(=O)(=O)c2ccc3c(c2)CC(=O)N3)C1 (centres undefined)	1	5	0.2	-2	5	-0.3	-1	7	-1.7	-10	2.0
CC(C)c1ccc(CN(C(=O)c2cccs2)C2CCS(=O)(=O)C2)cc1 (centres undefined)	-11	6	1.7	144	4	0.4	18	17	-3.0	0	2.3
CCN(CCCNC(=O)CCc1nc(-c2ccc(OC)cc2)no1)c1cccc(C)c1	-5	-1	-0.2	1	24	-2.0	x	-30	6.1	14	0.0
Cc1ccc(CCNC(=O)C2CCC(=O)N(Cc3cccc(F)c3)C2)cc1 (centres undefined)	3	15	-1.7	2	5	1.1	-15	16	-3.1	17	2.0
Cc1nnc(Nc2ccc(Cl)c(C(F)(F)F)c2)[nH]c1=O	-9	5	6.3	-15	u	1.6	-3	18	-3.5	1	1.8
COc1ccc(-c2cn3cccnc3n2)cc1NC(=O)C(C)C	-6	-1	2.1	-15	-2	-0.3	25	14	-2.6	-8	-0.5
O=C(c1ccc2c3c(cccc13)CC2)C1CCCN(C(=O)c2cccnc2)C1 (centres undefined)	-4	2	5.6	15	10	-1.6	0	-6	1.2	-6	2.7
CCOP(=O)(OCC)c1nc(/C=C/c2ccccc2)oc1NCc1ccccc1	-11	-2	0.1	42	11	-1.4	-37	-31	5.1	-8	1.2
COc1ccccc1C(=O)Nc1sc2c(c1C#N)CCC2	-1	-1	x	1	1	-0.2	-16	14	-2.7	-34	0.7
COC(=O)CCC(NC(=O)OCc1ccccc1)C(=O)NC(CC(C)C)C(=O)OC (centres undefined)	-8	-9	0.3	-15	-7	0.8	x	13	-2.7	-1	-0.2
COc1ccc(N(CC(=O)Nc2cccc(OC)c2)S(=O)(=O)c2c(C)nn(C)c2C)cc1	-2	-15	-1.6	-18	1	-0.9	-11	19	-3.6	3	1.6
O=C1CCCN1c1ccc(S(=O)(=O)N2CCN(c3ccccn3)CC2)cc1	-12	-7	0.9	-2	14	-1.2	x	8	-1.4	-16	0.8
CN(C)CCCNC(=O)COc1ccc(Br)cc1Cl	-9	2	2.2	-6	-2	-1.0	11	9	-1.6	11	3.4
Cc1cccc(NC(=O)c2cc(-c3ccco3)nc3ccccc23)n1	-10	-3	0.7	1	10	-0.6	-30	-21	3.6	-20	-2.3
Cc1nn(-c2ccccc2)c(C)c1NC(=O)COc1cc(F)ccc1[N+](=O)[O-]	-3	1	6.6	6	-2	-2.2	1	-3	0.8	1	1.3
O=C(O)C1CCCCC1C(=O)Nc1ccccc1Nc1ccccc1 (centres undefined)	2	-4	2.3	-12	5	0.3	-27	3	-0.7	-10	3.2
(next part)
SMILES	PKA-R1A activ	PKA-R2B activ	phage Ecoli inh	Mot1-301 SUMO	Tat transport	E coli growth	PfHsp90 set2	OPRM1-OPRD1 inv	OPRM1-OPRD1 ag	HTR5A inv ag	AddAB inh
CCOC(=O)C(=O)Nc1sc(C(=O)N2CCOCC2)c(C)c1C#N	-7	0	2.7	-7	-6	0.0	16	11	-2.1	-15	3.3
O=C(OCC(=O)C12CC3CC(CC(C3)C1)C2)c1cnccn1	-10	-9	0.8	215	-3	-0.9	-10	0	0.0	7	4.5
O=C(O)C1Sc2[nH]c(=O)sc2C2c3cc(Cl)ccc3OC(=O)C12 (centres undefined)	11	1	3.2	3	6	-1.0	x	16	-3.3	11	3.6
CCOc1ccc2oc(C(=O)OCC(=O)NCC3CCCO3)c(C)c2c1 (centres undefined)	-4	-7	0.9	x	3	x	-10	17	-3.1	-2	x
COc1ccc(/C=C(/C(=O)NCc2ccccc2)c2ccccc2)cc1	-2	6	2.6	13	-1	-4.3	-23	13	-2.0	8	-0.7
CC(=O)c1c(C)[nH]c(C(=O)CSc2nc3ccc(C)cc3[nH]2)c1C	10	-3	1.3	6	-5	0.2	-3	-3	0.6	-8	-0.7
COc1ccc2cc(-c3ccccc3F)ncc2c1	3	-14	1.8	-3	-48	0.4	9	0	0.0	-3	1.4
CC1CN(S(=O)(=O)c2ccc(C(=O)Nc3ccc(S(=O)(=O)Nc4nccs4)cc3)cc2)CC(C)O1 (centres undefined)	5	-16	0.4	20	-3	0.7	-4	6	-1.2	-19	4.2
CC[N+](CC)(CCO)CCCN1C(=O)C2CC=C(Cl)CC2C1=O (centres undefined)	1	-13	1.7	-17	0	1.7	13	7	-1.6	9	2.2
CCOc1ccc(C(=O)NC(=S)Nc2ccc(NC(=O)c3ccco3)c(C)c2)cc1[N+](=O)[O-]	-9	0	2.6	x	2	-1.1	-17	-26	3.6	8	-0.4
O=C(Cc1cccs1)NCc1ccc2c(c1)OCO2	-15	5	2.6	-2	-6	1.6	-14	14	-2.3	6	2.5
CC(=O)Nc1ccc(S(=O)(=O)NCCC(=O)N2CCCCC2)cc1	-3	3	4.6	-11	-7	1.4	x	9	-1.4	-12	2.4
Cn1ncc2c(Nc3ccc4ccccc4c3)ncnc21	-2	-5	0.6	91	-1	0.9	-11	-3	0.5	4	1.6
O=C(N/C(=C/c1cccnc1)C(=O)N1CCOCC1)c1ccccc1F	9	-8	2.8	17	6	1.3	2	17	-3.4	-1	1.7
C[C@H]1C=C(C(=O)N2CCOCC2)O[C@@H](OCc2ccc(CO)cc2)C1	-1	-11	4.5	-3	4	-2.2	-6	-12	2.1	9	2.8
C=CCN(C(=O)CCC(=O)Nc1cc(C)on1)C(C(=O)NC(C)(C)C)c1cccc(OC)c1OC (centres undefined)	-10	7	1.7	-4	-9	-1.7	-3	12	-2.2	-7	-1.2
OC(CN1CCN(c2ccccc2)CC1)Cn1c2ccccc2c2ccccc21 (centres undefined)	-2	1	0.6	21	3	-0.1	-70	-4	1.1	9	1.8
NC1=NC[C@H](Cc2ccccc2)N1CCc1cccc(F)c1	-13	-3	4.0	-3	2	-4.3	-12	16	-2.8	-2	-1.0
COc1cc(CN(C(=S)NCC(=O)NC2CCCC2)C2CCCC2)cc(OC)c1OC	-4	-6	0.1	-23	-7	1.2	-63	22	-4.4	9	1.6
O=C(/C=C/c1ccco1)Nc1ccc2c(c1)OCO2	-1	3	0.5	120	6	4.9	-7	8	-1.7	6	1.9
O=C(CCSc1nc2ccccc2o1)N1CCOCC1	-9	-5	1.2	1	15	-2.1	12	6	-1.5	-3	1.3
COCCOC(=O)C1=C(C)NC2=C(C(=O)CC(C)(C)C2)C1c1ccc(N(C)C)cc1 (centres undefined)	5	1	2.5	-4	0	-1.8	-19	-12	2.1	-12	1.1
CC(C)CC(=O)N1CCN(S(=O)(=O)c2ccc3ccccc3c2)CC1	-7	9	2.2	9	14	-1.4	x	13	-2.7	-3	-2.1
COc1ccc(CNCc2ccc3c(c2)OCO3)cc1Br	1	3	0.9	1	2	1.4	7	-3	0.6	7	0.9
O=C(Cc1cccc(NC(=O)C2CCN(C(=O)c3ccccc3)CC2)c1)Nc1cccc(C(=O)N2CCOCC2)c1	-7	5	3.3	x	-7	x	-3	15	-3.2	11	x
Next part:
SMILES	PKA-R1A activ	PKA-R2B activ	phage Ecoli inh	Mot1-301 SUMO	Tat transport	E coli growth	PfHsp90 set2	OPRM1-OPRD1 inv	OPRM1-OPRD1 ag	HTR5A inv ag	AddAB inh
COCC(=O)Nc1ccc(C(C)C)cc1	-5	-3	1.6	197	-1	2.3	-5	21	-3.7	-2	1.6
O=C(Nc1ccc(NS(=O)(=O)c2ccccc2)cc1)c1ccccc1Cl	4	4	3.1	-13	-4	-0.4	-2	-9	2.1	-10	-0.2
O=C(c1ccccc1)c1ccc2nc(-c3ccc(NC(=O)c4ccccc4Br)cc3)[nH]c2c1	-6	-6	-0.3	-5	3	3.7	4	10	-1.8	0	-2.0
COc1cc(CC2C(=O)Nc3ccccc32)cc(C)c1O (centres undefined)	-6	2	1.0	2	19	-2.2	-13	19	-4.1	12	1.5
COC(=O)C(NC(C)=O)(Nc1cccc(C)n1)C(F)(F)F (centres undefined)	-11	9	2.2	-11	2	1.7	10	5	-1.0	8	1.3
O=C1C=C(Nc2cccc3cccnc23)c2ccccc2C1=O	-3	-5	-3.8	6	-6	-0.6	-7	-58	12	-6	-0.7
CCOC(=O)CNc1nc(Cl)nc(Nc2ccc(OC)cc2OC)n1	2	2	0.2	-6	-1	-0.7	-25	-2	0.3	-1	3.3
CCOc1ccccc1N1CCN(C(=O)C2=CC=CN3CCS(=O)(=O)N=C23)CC1	-6	-1	0.5	0	-12	-2.2	13	17	-4.4	-26	1.6
O=S(=O)(c1ccc(Cl)cc1)N(Cc1ccccn1)Cc1ccccn1	-3	4	-0.6	97	4	-0.9	-19	2	-0.6	-6	0.7
O=C(Nc1ccnn1C1CCN(C2CCC2)CC1)c1cccc(F)c1	-2	-4	4.5	3	-2	0.6	8	14	-2.6	-4	2.2
CCOc1ccc(NC(=O)CN2C(=O)NC3(CCCC3)C2=O)cc1S(=O)(=O)N1CCCCC1	15	6	1.1	5	4	0.5	18	3	-0.8	-15	1.6
CC1Cc2ccccc2N1C(=O)c1cnc2n(c1=O)CCS2 (centres undefined)	-2	-7	1.7	48	-6	-0.3	-6	10	-1.6	-6	-1.6
O=C(Nc1cccc(Cl)c1)N(CCN1CCOCC1)Cc1cccc(Cl)c1	-1	1	0.8	4	1	-1.4	16	-25	4.4	7	-2.8

Rows were taken by chance. About 2.2% of those tested had a hit in this group.
